High-throughput results as filed in PubChem.
IL2 activator: activates IL-2 in a cell-based reporter assay; IL-2 activation reporter assay, cell-based qHTS; stimulated with anti-CD3/CD4/CD28 beads; in transgenic mouse T cells; activation, % (series mostly up to about 46 µM); 360,000 compounds, 0.065% hits; AID 652025; in the data active = activation above about 50%; inconclusive = mostly about 30% to 49%; note: 0% is about no effect
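First, unstimulated transgenic mouse T cells were exposed to compound for 60 min. Next, anti-CD3/anti-CD4-coated beads with anti-CD28 were added. Finally, after 18 h at 37 degrees C, EGFP and DsRed were imaged.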
PLK1 PBD inh: inhibitors of human PLK1 polo-box domain binding; 360,000 compounds, 2.8% hits; Plk1 PBD binding of FITC phosphopeptide, fluorescence polarization; AID 720504; Potency, µM, for inactives: max response, negative = inhibition, actives largely listed as inhibitors; P53350; note: potency is the fitted concentration of half-maximal effect; series mostly up to about 57 µM; % is set by controls: 0 for no effect and ±100 for the full control effect; nearly all actives have a fitted effect of over 65% in size
Target sequence (P53350 whole entry, looked up, the tested form may be a part): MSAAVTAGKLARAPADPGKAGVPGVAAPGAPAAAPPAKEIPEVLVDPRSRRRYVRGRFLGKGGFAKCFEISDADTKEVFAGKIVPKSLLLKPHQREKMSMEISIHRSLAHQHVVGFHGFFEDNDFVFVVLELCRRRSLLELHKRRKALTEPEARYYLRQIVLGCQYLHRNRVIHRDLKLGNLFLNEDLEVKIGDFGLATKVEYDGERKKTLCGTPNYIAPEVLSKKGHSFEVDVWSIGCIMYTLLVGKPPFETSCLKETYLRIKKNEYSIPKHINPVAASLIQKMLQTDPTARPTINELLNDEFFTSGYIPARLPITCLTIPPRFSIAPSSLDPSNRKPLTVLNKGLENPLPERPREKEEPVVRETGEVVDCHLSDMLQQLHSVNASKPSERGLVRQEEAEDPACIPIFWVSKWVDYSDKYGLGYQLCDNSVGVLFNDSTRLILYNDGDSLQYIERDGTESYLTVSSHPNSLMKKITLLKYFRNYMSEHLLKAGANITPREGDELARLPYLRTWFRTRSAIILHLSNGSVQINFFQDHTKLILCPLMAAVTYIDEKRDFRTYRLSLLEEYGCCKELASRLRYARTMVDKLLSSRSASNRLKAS
aSyn yeast inh: rescues yeast growth from alpha-synuclein toxicity | Yeast expressing alpha-synuclein, growth rescue, BacTiter-Glo, 24 h | Potency, µM (top dose mostly 46.1 µM), inactives show top-dose growth rescue (activation), actives largely listed as activators | 370,000 compounds, 0.14% hits | AID 652106; note: potency is the fitted concentration of half-maximal effect; % of control where 0% means no effect; nearly all actives have a fitted effect of over 65% in size
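Readout is rescue of growth in alpha-synuclein-expressing yeast, so inhibitors of toxicity appear as activators. Growth after 24 hr at 30 deg C in galactose medium is quantified by luminescence.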
WRN inhibitor: inhibitors of human WRN helicase; Q14191; WRN helicase unwinding, fluorescent forked duplex, kinetic; Potency, µM (highest dose often 114 µM), without a hit: top-dose activity change, negative = inhibition, usual class: inhibitors; 360,000 compounds, 0.46% hits; AID 651768; note: potency is the fitted concentration of half-maximal effect; % is set by controls: 0 for no effect and ±100 for the full control effect; nearly all actives have a fitted effect of over 55% in size
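Enzyme (20 nM final) and test compound sit together 15 min at room temperature before substrate addition. Substrate is a single-forked duplex oligonucleotide (100 nM) labelled with fluorophore and quencher, with 2 mM ATP; helicase unwinding raises red fluorescence, read kinetically.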
EPAC1 antagonist: blocks human EPAC1 exchange factor | O95398 | EPAC1 GEF assay, Rap1b-BODIPY-GDP exchange fluorescence | Potency, µM (top dose mostly 115 µM), for the others: top-dose activity change, negative = inhibition, actives largely listed as inhibitors | 360,000 compounds, 0.14% hits | AID 720709;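 note: potency is the fitted concentration of half-maximal effect; plate controls were vehicle for no effect and positive control for full effect; nearly all actives have a fitted effect of over 50% in size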
FUS suppressor: FUS proteinopathy suppression in yeast | S. cerevisiae FUS-expressing, growth rescue, OD600, 24 h | Potency, µM (titrated, usually from 76.6 µM), inactives show top-dose growth rescue (activation), actives largely listed as activators | 390,000 compounds, 0.24% hits | AID 1347120;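 note: potency is the fitted concentration of half-maximal effect; plate controls were DMSO vehicle for no effect and reference control for full effect; nearly all actives have a fitted effect of over 55% in size; some results filed as inactive show a strong effect at the top dose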
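Yeast FUS proteinopathy model; galactose-induced FUS (2%), starting OD 0.005. Cpds in dilution series, 24hr, 30C, 99% humidity. Abs 600 nm growth. Pos ctrl CP55940 (top 92uM final); neg ctrl DMSO.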
EPAC1 agonist: EPAC1 (human) agonism; O95398; AID 720707; 360,000 compounds, 0.073% hits; EPAC1 agonist qHTS, biochemical assay; response scale: 100% = response to 6.5 mM cAMP; Potency, µM (top dose mostly 154 µM), without a hit: top-dose activation, actives largely listed as activators; note: potency is the fitted concentration of half-maximal effect; nearly all actives have a fitted effect of over 60% in size
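Multi-concentration qHTS readout: loss of Rap1B-bound BODIPY-GDP fluorescence driven by 100 nM EPAC1 with excess GDP (50 uM), monitored kinetically at room temperature; agonist response expressed relative to 6.5 mM cAMP.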
Abeta rescue: compounds reversing amyloid beta toxicity in yeast; yeast expressing A-beta42, growth rescue, OD600, 48 h; response scale: 0% DMSO, 100% iron-clioquinol control; AID 1347071; 410,000 compounds, 0.063% hits; Potency, µM (top dose mostly 46.1 µM), for inactives: top-dose growth rescue, hits mostly activators; note: potency is the fitted concentration of half-maximal effect; nearly all actives have a fitted effect of over 55% in size
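Growth rescue measured by 600 nm absorbance after 48 h yeast culture at 30 C with compound. Values normalized between DMSO and an equimolar ferric chloride plus clioquinol control.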
PI5P4K alpha inh: PI5P4K alpha (human) kinase inhibition. max response, %. 330,000 compounds, 1.2% hits. P48426. PI5P4Kalpha enzyme, ADP-Glo luminescence, 60 min; stronger effect = lower value. AID 652105; active = max response of -50% or lower; inconclusive = between -30% and -50%; inactive = -30% or higher; note: value at the top dose of about 77 µM; % is set by controls: 0 for no effect and ±100 for the full control effect
Target sequence (P48426 whole entry, looked up): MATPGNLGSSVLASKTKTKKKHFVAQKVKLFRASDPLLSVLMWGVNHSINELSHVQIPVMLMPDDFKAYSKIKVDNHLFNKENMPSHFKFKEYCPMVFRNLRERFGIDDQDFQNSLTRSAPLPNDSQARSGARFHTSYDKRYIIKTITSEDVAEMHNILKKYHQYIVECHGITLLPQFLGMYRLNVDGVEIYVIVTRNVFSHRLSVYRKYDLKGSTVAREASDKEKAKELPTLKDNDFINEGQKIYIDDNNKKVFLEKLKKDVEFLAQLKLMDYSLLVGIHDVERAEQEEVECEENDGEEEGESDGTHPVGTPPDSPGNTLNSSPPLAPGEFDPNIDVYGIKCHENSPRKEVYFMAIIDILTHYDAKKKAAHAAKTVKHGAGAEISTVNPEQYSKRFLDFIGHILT
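PI5P4Kalpha ADP-Glo assay; 5 microM ATP final; 60 min RT reaction; HEPES pH 7.4/EGTA/CHAPS, 5% DMSO; controls lacking substrate or enzyme; luminescent end-point.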
Active calls of the source: *; ? = inconclusive; · = no result given; & = joins results of further samples; [ ] = dose if it differs, or a comment. Unless noted, calls come from the whole dose curve; as a rule, active = well fitted curve in the direction sought with a large enough effect; inconclusive = small, poorly fitted or top-dose-only effect, or another doubt; inactive = no such curve, though single readings can be large; an effect the other way counts as inactive or inconclusive.

Each structure is followed by: IL2 activator | PLK1 PBD inh | aSyn yeast inh | WRN inhibitor | EPAC1 antagonist | FUS suppressor | EPAC1 agonist | Abeta rescue | PI5P4K alpha inh
1. N#CCCN(CCN1CCCC1)S(=O)(=O)c1ccc(-c2ccc([N+](=O)[O-])cc2)cc1
 : 0.2 | -7% | 2% | 5% | 3% | 2% | 3% | 0% | 0
2. COc1ccccc1Cc1c(-c2cccc(Br)c2)nc2c(C)cc(Br)cn12
 : -0.5 | -10% | -21% | -19% | -25% | 37% | 3% | -24% | -1
3. Cc1ccc2cc(CN(Cc3ccco3)S(=O)(=O)c3c(C)ccc4nsnc34)c(=O)[nH]c2c1
 : 1.7 | -24% | 12% | -13% | -2% | 30% | 18% | 13% | ·
4. COc1ccc(C(=O)N2CCC(C)(C(=O)O)C2)cc1OC (stereo not given)
 : 0.7 | 0% | 0% | -5% | -13% | -16% | 0% | 8% | 5
5. CCOCCCNc1nc2c(c(=O)[nH]c(=O)n2C)n1CCCc1ccccc1
 : -2.2 | -1% | 0% | -3% | 4% | 6% | -6% | 10% | 0
6. O=C1c2cccc(-c3ccc(C(F)(F)F)cc3)c2C2CCCCN12 (stereo not given)
 : 0.1 | 0% | 7% | -4% | -9% | 26% | -10% | -23% | -7
7. Cc1cc(F)ccc1S(=O)(=O)N1CCCOC1CNC(=O)C(=O)NCc1ccc2c(c1)OCO2 (stereo not given)
 : 0.2 | 1% | 8% | -20% | 13% | 17% | -2% | 20% | -10
8. Cc1ccc(S(=O)(=O)N/N=C\c2ccc([N+](=O)[O-])o2)cc1
 : -2.0 | -18% | 18% | -4% | 8% | 34% | 1% | -50%[inhibitor] | ·
9. CCOC(=O)c1cc(S(=O)(=O)N2CCCC2)cn1C
 : 0.0 | -3% | -1% | 2% | -11% | -18% | 3% | · | -5
10. N#Cc1ccccc1S(=O)(=O)N1CCN(C(=O)[C@@H]2CCCN2C(=O)c2cccs2)CC1
 : -0.7 | -13% | -6% | -3% | 4% | -6% | 3% | -2% | 3
11. CCOC(=O)c1c(C)[nH]c(C(=O)CN2C(=O)NC3(CCCC3)C2=O)c1C
 : 1.9 | -1% | -4% | 4% | -1% | 22% | -3% | 7% | -25
12. O=C(/C=C/c1cc([N+](=O)[O-])ccc1OC(F)F)NCc1ccc(Cl)cc1
 : 1.8 | -6% | -5% | -3% | -1% | -5% | 3% | 8% | 2
13. Cc1ccc(S(=O)(=O)Nc2cc3c(C(=O)O)c(C)oc3c3ccccc23)c(C)c1
 : 0.6 | ? | -3% | ? | -18% | 41% | 2% | -5% | -22
14. COc1cc(/C=N/NC(=O)c2cccc(S(=O)(=O)N3CCCC3)c2)cc(OC)c1O
 : -3.3 | 2% | 2% | -25% | 3% | 3% | 8% | 6% | -5
15. Cc1ccccc1OC(=O)Cn1c(C(F)(F)F)nc2ccccc21
 : 0.5 | 15µM* | 1% | 4% | -8% | -14% | 2% | 31% | 1
16. Cc1nn(CCOc2ccccc2)c(=O)n1-c1c(F)cccc1F
 : 1.8 | -3% | -6% | 11% | 14% | 12% | -8% | -8% | 1
17. COc1ccc(NC(=O)CSc2nnc(N)n2CC(=O)Nc2ccc(OC)cc2)cc1
 : 0.5 | -8% | -2% | 0% | -22% | 5% | 1% | -13% | -2
18. CCc1nc(SCC(=O)N2CCCC2)c2ccccc2n1
 : 1.7 | -4% | -12% | -4% | 2% | -3% | 2% | 8% | ·
19. CN(C)C(=O)CSc1n[nH]c(=O)n1CCc1ccccc1
 : -3.1 | 2% | 2% | -4% | 3% | -10% | -4% | -2% | 15
20. Cc1cc(C)c(NC(=O)Cn2nnc(C(=O)Nc3ccc(F)cc3F)c2N)c(C)c1
 : -1.1 | 2% | 1% | -2% | -2% | 2%&-20% | -8% | 7%&-8% | 2

An excerpt of these results, with one line to a screen:
4	COc1ccc(C(=O)N2CCC(C)(C(=O)O)C2)cc1OC (stereo not given)
5	CCOCCCNc1nc2c(c(=O)[nH]c(=O)n2C)n1CCCc1ccccc1
Assay by compound,4,5
IL2 activator,0.7,-2.2
PLK1 PBD inh,0%,-1%
aSyn yeast inh,0%,0%
WRN inhibitor,-5%,-3%
EPAC1 antagonist,-13%,4%
FUS suppressor,-16%,6%
EPAC1 agonist,0%,-6%
Abeta rescue,8%,10%
PI5P4K alpha inh,5,0

Next structures
Each structure is followed by: IL2 activator | PLK1 PBD inh | aSyn yeast inh | WRN inhibitor | EPAC1 antagonist | FUS suppressor | EPAC1 agonist | Abeta rescue | PI5P4K alpha inh
21. COc1ccc(N(CC(=O)Nc2cc(OC)c(OC)cc2C(=O)O)S(=O)(=O)c2c(C)noc2C)cc1
 : -3.1 | -4% | 2% | -11% | 5% | 18% | -6% | 3% | -3
22. N#Cc1c(N)n(-c2ccc(O)cc2)c2nc3ccccc3nc12
 : 0.0 | -12% | -1% | -6% | -21% | 40% | 5% | -17% | 3
23. O=C(CSc1nnc2ccccn12)Nc1ccc(S(=O)(=O)N2CCOCC2)cc1
 : -0.5 | -3% | 8% | 5% | 16% | 14% | -2% | -1% | 1
24. Cc1csc(NC(=O)C2CCCN(S(=O)(=O)c3cccnc3)C2)n1 (stereo not given)
 : -2.8 | -1% | 2% | -11% | -5% | -15% | -7% | 7% | 0
25. CCc1ccc(NSc2ccccc2[N+](=O)[O-])cc1
 : -0.8 | ? | -55%[inhibitor] | -11% | -15% | 7% | 14% | -80%[inhibitor] | ·
26. Cc1c(C(=O)N2CCOCC2)sc(NC(=O)c2ccc([N+](=O)[O-])cc2)c1C#N
 : -0.7 | 0% | 1% | -19% | 7% | -15% | 3% | -4% | 4
27. COc1ccccc1-c1noc(CCCC(=O)N2CCOCC2)n1
 : 0.9 | -9% | -8% | -2% | 2% | 10% | 7% | -1% | -5
28. CCOC(=O)c1ccccc1NC(=O)CSc1ccccc1
 : 0.6 | -14% | 0% | 3% | -4% | -2% | 8% | -5% | 4
29. Cc1ccc(C(=O)N/N=C/c2ccc([N+](=O)[O-])s2)cc1
 : -0.2 | -22% | 0% | -15% | -6% | -1% | 2% | 4% | -19
30. CCCCN(C(=O)c1cc2c(s1)CCCCC2)c1c(N)n(CC(C)C)c(=O)[nH]c1=O
 : -0.5 | -6% | -10% | -28% | -9% | -5% | -1% | -4% | 8

Other records follow:
# | canonical_smiles | IL2 activator | PLK1 PBD inh | aSyn yeast inh | WRN inhibitor | EPAC1 antagonist | FUS suppressor | EPAC1 agonist | Abeta rescue | PI5P4K alpha inh
31 | N#C/C(=C\c1c(N2CCOCC2)nc2ccccn2c1=O)S(=O)(=O)c1ccccc1 | 2.0 | -4% | 1% | -6% | -23% | 4% | 15% | 6% | -1
32 | CC(/C=N/N1CCN(c2ccccn2)CC1)=C\c1ccccc1 | -0.9 | 0% | 0% | 4% | 9% | · | 3% | -14% | 8
33 | CC1(C(=O)Nc2nnc(C(C)(C)C)s2)Cc2ccccc2C(=O)O1 (stereo not given) | -0.1 | -9% | 2% | 1% | -3% | 20% | -1% | -4% | ·
34 | O=C(O)C1CN(c2nc(Cl)ccc2[N+](=O)[O-])C1 | -0.4 | -16% | -3% | -13% | -7% | 12% | 8% | -14% | -12
35 | Cc1ccc([N+](=O)[O-])cc1NC(=O)C[n+]1ccccc1 | -0.4 | -8% | 0% | 2% | -13% | -40% | 2% | 17% | 3
36 | O=S(=O)(c1ccc(Cl)c(Cl)c1)c1snnc1-c1ccccc1 | -0.8 | -31% | -19% | -12% | -16% | 5% | 9% | -60%[inhibitor] | 14
37 | O=C(Nc1cc(C(F)(F)F)ccc1N1CCOCC1)C1=NN(c2ccccc2)C(=O)CC1 | -1.2 | 6% | 2% | -2% | -13% | 28% | -3% | 12% | 3
38 | COc1cc2c(cc1NC(=O)COC(=O)/C=C/c1ccccc1)oc1ccccc12 | -2.1 | 5% | -9% | -5% | 4% | · | 5% | 4% | -5
39 | Nc1ncnc2c1ncn2[C@@H]1O[C@H](CNCC(O)CO)[C@@H](O)[C@H]1O (stereo not given in full) | -0.2 | -8% | -15% | -1% | -15% | -25% | -10% | 0% | -5
40 | CCOc1cc(/C=N/NC(=O)c2cccnc2)ccc1OCC(=O)N(C)C | -0.5 | -7% | -4% | 0% | 1% | 7% | 0% | -11% | -4
41 | COc1ccccc1CN1C(=O)[C@@H]2C(CC(N)=O)NC3(C(=O)Nc4c3ccc(Cl)c4C)[C@@H]2C1=O (stereo not given in full) | 1.0 | -9% | 3% | 6% | -4% | 40% | -11% | -2% | ·
42 | Cc1c(C(=O)Nc2ccccc2)cnn1-c1ccccc1 | 1.9 | 8% | 0% | 0% | -13% | 7% | -3% | -3% | -2
43 | O=C(NCc1cccs1)C1CCCN1C(=O)Nc1cccc(F)c1 (stereo not given) | 3.8 | 1% | 1% | 2%[57.1 µM] | -5% | 17% | -1% | -3% | -1
44 | CC(C)=CCc1ccc(O)c(=O)cc1C(C)C | -3.0 | -14% | 20% | -10% | -1% | · | -21% | 10% | -13

3 records drawn at random from those above, as already listed:
# | canonical_smiles | IL2 activator | PLK1 PBD inh | aSyn yeast inh | WRN inhibitor | EPAC1 antagonist | FUS suppressor | EPAC1 agonist | Abeta rescue | PI5P4K alpha inh
42 | Cc1c(C(=O)Nc2ccccc2)cnn1-c1ccccc1 | 1.9 | 8% | 0% | 0% | -13% | 7% | -3% | -3% | -2
40 | CCOc1cc(/C=N/NC(=O)c2cccnc2)ccc1OCC(=O)N(C)C | -0.5 | -7% | -4% | 0% | 1% | 7% | 0% | -11% | -4
39 | Nc1ncnc2c1ncn2[C@@H]1O[C@H](CNCC(O)CO)[C@@H](O)[C@H]1O (stereo not given in full) | -0.2 | -8% | -15% | -1% | -15% | -25% | -10% | 0% | -5
